# APJ agonist: agonists of human apelin receptor APJ, primary screen, CHO-K1 cells, PathHunter beta-arrestin, luminescence | P35414 | 0% DMSO wells, 100% apelin | activation, % at 20 µM | hit rate 0.11% among 330,000 | AID 2520, 2010;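 active = activation more than six SD over the plate average, tested at 20 µM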;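 also: 0% = DMSO alone and 100% = apelin-13 at 10 nM; some results filed as inactive read as strong as hits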
# Target sequence (P35414 whole entry, looked up): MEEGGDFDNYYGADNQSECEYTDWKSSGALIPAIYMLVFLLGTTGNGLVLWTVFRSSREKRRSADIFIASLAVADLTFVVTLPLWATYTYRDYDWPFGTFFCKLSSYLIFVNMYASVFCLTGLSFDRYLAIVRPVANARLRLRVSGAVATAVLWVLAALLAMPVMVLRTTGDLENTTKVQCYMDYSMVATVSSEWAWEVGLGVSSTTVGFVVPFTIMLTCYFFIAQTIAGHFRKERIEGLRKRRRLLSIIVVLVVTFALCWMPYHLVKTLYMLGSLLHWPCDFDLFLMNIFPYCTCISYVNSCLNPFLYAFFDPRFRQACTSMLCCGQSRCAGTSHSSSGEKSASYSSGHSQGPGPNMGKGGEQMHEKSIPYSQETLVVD
#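 Material: CHO-K1 APJ beta-arrestin complementation cell line; Input: cell density 1000 per well; Incubation: compound stimulation 90 min at 25 °C, detection 60 min; Signal: luminescence from split beta-galactosidase complementation, Galacton Star/Emerald II substrate; Controls: DMSO-only wells as negative, 10 nM Apelin-13 as positive control.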
# XBP1 UPR activ: activators of adaptive XBP1 UPR arm, primary screen, cell-based, CHO-XBP1 luciferase reporter, luminescence, uHTS | activation, % at 20 µM | AID 463104, 2010 | IRE1-XBP1 UPR activation; percent of tunicamycin response, DMSO as zero | hit rate 0.33% among 330,000;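 active = versus positive control, 20 µM dose yields 30% or more activation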;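 also: 100% = tunicamycin at 10 µg/mL and 0% = DMSO only wells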
#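 Material: CHO-XBP1 cells stably carrying IRE1-XBP1-driven luciferase reporter / Amount: 1000 cells per well / Compound: 20 µM, 1% DMSO / Times: 6 h treatment, 37 °C / Detection: luciferase luminescence / Measure: % activation of reporter signal versus tunicamycin and DMSO controls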
# Jurkat NFkB inh: inhibitors of induced NF-kB luciferase reporter, primary screen, TCR NF-kB activation inhibitor project, cell-based, luminescence, uHTS; Jurkat, PMA/ionomycin-induced NF-kB luciferase reporter; inhibition, % at 4 µM; hit rate 0.53% among 330,000; in the data active = inhibition above about 50%
# CHOP UPR activ: activators of apoptotic CHOP UPR arm, primary screen, cell-based, CHO-CHOP luciferase reporter, luminescence, uHTS; activation, % at 10 µM; UPR activation; percent of tunicamycin response over DMSO baseline; AID 449763, 2010; hit rate 0.34% among 330,000;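 active = at 10 µM dose, activation of 40% or more, normalized to positive control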;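 also: 100% = tunicamycin at 10 µg/mL and 0% = DMSO alone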
#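 Dosing – one dose, 10 µM in 0.5% DMSO · System – CHO-CHOP cells, stable luciferase reporter of PERK-eIF2a-CHOP signalling · Input – 500 cells/well · Control set – tunicamycin 10 µg/mL final as positive, DMSO-only wells as negative · Timing – 6 h compound treatment, 37 °C · Measure – % activation vs tunicamycin · Technique – luminescence read with Steady-Glo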
# tim23-1 inh: growth inhibitors of tim23-1 mutant yeast, primary screen, luminescence, uHTS; S. cerevisiae tim23-1 growth, BacTiter-Glo luminescence, 24 h; hit rate 1.3% among 330,000; inhibition, % at 20 µM;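 active = growth inhibition of the mutant yeast at or above 50%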;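 also: temperature-sensitive mutant grown at 25 °C; plate controls were DMSO-treated mutant yeast for no effect and medium wells lacking yeast for full effect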
# Mdm2-MdmX inh: inhibitors of human Mdm2-MdmX association, primary screen, cell-based, luminescence, split luciferase, SaOS-2, uHTS. Protein Mdm4 (Homo sapiens) + E3 ubiquitin-protein ligase Mdm2 (Homo sapiens), …. SaOS-2 split-luciferase Mdm2/MdmX complementation. inhibition, % at 8 µM. hit rate 3% among 330,000;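 active = inhibition of at least 50% at 8 µM in the primary screen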
# APJ antag: antagonists of human apelin receptor APJ, primary screen, CHO-K1 cells, beta-arrestin complementation, luminescence; inhibition, % at 20 µM; hit rate 0.32% among 330,000;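 active = inhibition above about 40% at 20 µM, limit read from the data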;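 also: cells challenged with 10 nM apelin-13 agonist together with compound; plate controls were apelin-13 plus DMSO wells for no effect and DMSO wells lacking apelin-13 for full effect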
# 697 NFkB inh: inhibitors of PMA/ionomycin-induced NF-kB reporter, 697 cells, primary screen, B-cell NF-kB inhibitor project, cell-based, luminescence, uHTS. 697 B-cell NF-kB luciferase reporter, 16 h. hit rate 0.33% among 330,000. inhibition, % at 4 µM; in the data active = inhibition above about 35%
# Active calls of the source: *; / = not tested or not shown.
cpd	SMILES	APJ antag	tim23-1 inh	CHOP UPR activ	XBP1 UPR activ
1	CCN(CC)S(=O)(=O)c1ccc(Cl)c(NC(=O)COC(=O)c2ccc([N+](=O)[O-])o2)c1	-45	16	0.7	-2
2	CN(C)S(=O)(=O)N1CCC(Oc2ccc(C(=O)N3C[C@H]4CC[C@H]3C4)cc2)CC1	0	-10	-0.9	-5
3	Cc1ccc(OCC(=O)N2CCN(C(=O)c3cccs3)CC2)cc1	-4	2	0.5	0
4	O=C(O)c1ccc(O)c(N2C(=O)Nc3ccccc3N2O)c1	0	-4	-0.4	0
5	CCOc1ccccc1CN1CCN(Cc2ccon2)CC1CCO (stereo not drawn)	8	-5	-1.1	-2
6	O=C(CNc1cccc([N+](=O)[O-])c1)NCCCc1ccccc1	35	8	0.3	0
7	Cc1nnc(SCC(=O)Nc2nnc(SCc3cccc(Br)c3)s2)s1	0	3	2.4	-1
8	CCOc1cc(CNC(=O)CN2C(=O)c3ccccc3S2(=O)=O)ccc1OC	6	5	-0.4	0
9	CCC(C)(C)NC(=O)CN(C(=O)CCC(=O)Nc1ccccn1)c1ccc(F)c(Cl)c1	-1	17	-0.9	-2
10	Cc1nc(-c2ccc(S(=O)(=O)N3CCOCC3)cc2)cs1	-1	11	0.9	-4

cpd	Jurkat NFkB inh	697 NFkB inh	Mdm2-MdmX inh	APJ agonist
1	7	23	6	10
2	9	-10	13	2
3	-4	-7	12	-2
4	-10	-8	20	0
5	4	8	19	-4
6	-1	-5	-3	-2
7	-2	2	20	-1
8	3	14	11	0
9	7	-13	-10	3
10	-8	-23	-8	-2

# (cont.)
cpd	SMILES	APJ antag	tim23-1 inh	CHOP UPR activ	XBP1 UPR activ
11	COc1ccc(C(C)=O)cc1COC(=O)c1ccc2ccccc2n1	5	15	-1.3	-1
12	N#CC(/C(=N/S(=O)(=O)c1cccs1)c1ccccc1)c1nc2ccccc2[nH]1 (stereo not drawn)	1	2	-2.5	1
13	CC1CCN(C(=S)NCCc2ccccc2)CC1	-27	9	4.4	1
14	CCCOC(=O)C1NC(=O)N2C(C(=O)OCCC)C(C)(C)S[C@H]12 (stereo partly drawn)	-56	14	0.2	2
15	COc1ccc(/C(N)=N/OC(=O)c2cccs2)cc1OC	-72	23	4.1	4
16	O=C(c1c(F)cccc1F)N1CCN(CCOc2ccccc2)CC1	18	20	0.7	0
17	CCOC(=O)c1cc2c(n(-c3ccc(Cl)cc3)c1=O)CCCC2=O	-6	-1	-1.2	1
18	CN1C(=O)C2(CCCCC2)C1c1ccccc1 (stereo not drawn)	/	21	1.5	-1
19	Cc1ccc(C(=O)Nc2ccccc2C(=O)N2CCOCC2)cc1[N+](=O)[O-]	-17	8	-1.0	2
20	CCOC(=O)c1c(NC(=O)c2ccccc2C(=O)O)sc2c1CCC2	8	0	-0.9	-2

cpd	Jurkat NFkB inh	697 NFkB inh	Mdm2-MdmX inh	APJ agonist
11	6	6	12	-2
12	9	16	17	-5
13	-77	-80	-139	-1
14	10	11	5	-3
15	-74	-67	-11	18*
16	1	-2	12	-5
17	-3	-1	10	-2
18	/	-4	7	/
19	0	-6	-19	-2
20	9	7	19	0

# Continuation:
cpd	SMILES	APJ antag	tim23-1 inh	CHOP UPR activ	XBP1 UPR activ
21	CCC(C(=O)O/N=C(\N)c1ccc(C)cc1)c1ccccc1 (stereo not drawn)	9	54*	0.1	4
22	COCC(C)NCC(=O)NC(C)CCc1ccccc1 (stereo not drawn)	8	-4	-0.9	-1
23	O=C(CCC(=O)N1CCOc2ccccc21)Nc1ccccc1Cl	5	-4	-3.0	-1
24	CC(C)C(=O)NC(C)C(c1cccs1)N1CCN(C)CC1 (stereo not drawn)	4	-1	0.1	1
25	CC1CCCC(NC(=O)Cn2cc(Br)ccc2=O)C1C (stereo not drawn)	-6	4	-0.9	1
26	Cc1ccccc1-n1c(C)nnc1SCC(=O)N(C)C1CCS(=O)(=O)C1 (stereo not drawn)	-11	2	1.0	-2
27	CC(OC(=O)C1COc2ccccc2O1)C(=O)N(C)c1ccccc1 (stereo not drawn)	2	19	-0.1	-2
28	COc1ccc(OC)c(/C=N/NC(=O)CNC(=O)c2ccc(S(=O)(=O)N3CCOCC3)cc2)c1	-5	6	-2.0	-2
29	N#Cc1c(N)nc(SCC(=O)OCc2ccccc2)c(C#N)c1-c1ccco1	21	10	2.5	1
30	O=C1C2=C(CCCC2)C(=O)N1c1cccc(OCCBr)c1	-16	32	-1.2	-1

cpd	Jurkat NFkB inh	697 NFkB inh	Mdm2-MdmX inh	APJ agonist
21	3	-2	51*	-7
22	-11	0	18	-1
23	1	12	10	-3
24	12	22	13	-5
25	5	11	-22	-4
26	2	12	11	-3
27	1	15	4	-2
28	3	6	8	0
29	8	3	17	-2
30	-4	14	-2	1

# Further structures
cpd	SMILES	APJ antag	tim23-1 inh	CHOP UPR activ	XBP1 UPR activ
31	Cc1ccc(-n2ncc3c2CCCC3NC(=O)CCC2=NNC(=O)CC2)cc1C (stereo not drawn)	7	6	1.8	-5
32	CN1CCN(c2nc(-c3ccc(Cl)c(Cl)c3)nc3ccccc23)CC1	-8	31	-0.1	3
33	N#CCCn1cc(/C=N/O)c(-c2ccc(Cl)cc2)n1	5	14	-2.0	109*
34	Cc1ccc(NC(=O)CSc2nnc(CNC(=O)c3ccco3)o2)cc1Cl	10	-11	3.9	-3
35	CN1CCN(c2nc(-c3ccccc3)ncc2S(C)(=O)=O)CC1	3	-12	0.1	-4
36	CCOc1ccc(S(=O)(=O)NCCC(=O)N(C)Cc2ccc(C)o2)cc1	-21	22	2.4	-1
37	CC(=O)Nc1ccc(Nc2cc(-c3ccccc3)nc3ncnn23)cc1	6	4	-0.7	-2
38	CCCn1c(=NC(=O)CS(=O)(=O)c2ccccc2)sc2cc(S(C)(=O)=O)ccc21	4	0	0.6	-1
39	CC(C)C(=O)NCCc1c[nH]c2ccccc12	-11	5	-1.2	0
40	COc1nc(N)nc(NC23CC4CC(CC(C4)C2)C3)n1	-15	13	0.2	12

cpd	Jurkat NFkB inh	697 NFkB inh	Mdm2-MdmX inh	APJ agonist
31	-19	-9	-1	-3
32	-8	-7	9	-2
33	-30	-1	-5	1
34	2	3	23	-5
35	-26	-11	14	-4
36	-4	2	10	-3
37	2	19	3	2
38	13	-16	16	-7
39	5	14	-5	-3
40	-3	-33	8	-6

# Continuation.
cpd	SMILES	APJ antag	tim23-1 inh	CHOP UPR activ	XBP1 UPR activ
41	Cc1cc(C)cc(N(CC(=O)O)S(=O)(=O)c2c(C)noc2C)c1	-4	9	-1.1	-3
42	CCCc1nc2ccc(NC(C)=O)cc2c(=O)n1Cc1cccc(Cl)c1	6	38	3.9	-3
43	CN(C)CC(C)(C)CNC(=S)Nc1ccc(S(=O)(=O)N2CCOCC2)cc1	-4	7	-1.3	-3
44	OC(CNC1CCCc2ccccc21)COc1ccc2ccccc2c1 (stereo not drawn)	-14	-10	-1.9	0
45	CCCCC(=O)Nc1cccc(NC(=O)c2ccc(Br)o2)c1	12	42	-1.8	0
46	Cc1cc(C(=O)N(C)CC(=O)Nc2ccccc2C(F)(F)F)c(C)o1	9	11	-0.2	-1
47	O=C(Cn1c(C(=O)NCCCN2CCOCC2)cc2sccc21)c1ccccc1	8	-10	0.3	0
48	C=CCNc1nc(C(=O)OC(C)C(=O)c2ccc(C)cc2)cs1 (stereo not drawn)	-8	20	3.3	3
49	O=C(Cc1ccccc1C(=O)O)Nc1cccc2ccccc12	-34	12	-0.5	3
50	COc1ccc(CN2CCN(CCCc3ccccc3)CC2)c(OC)c1	-7	-24	-1.1	-4

cpd	Jurkat NFkB inh	697 NFkB inh	Mdm2-MdmX inh	APJ agonist
41	0	-26	-29	-1
42	-10	-21	8	1
43	14	12	20	1
44	2	-7	35	-3
45	-11	6	8	-3
46	10	21	5	-4
47	0	10	0	1
48	14	-23	5	0
49	-10	3	-48	1
50	-3	-2	23	-4

# Continuation.
cpd	SMILES	APJ antag	tim23-1 inh	CHOP UPR activ	XBP1 UPR activ
51	Cc1cc(NC(=O)CSc2ccc3nnc(-c4cccnc4)n3n2)no1	-5	-9	1.4	-4
52	NS(=O)(=O)c1ccc(CCNC(=O)C2CCCN2C(=O)OCc2ccccc2)cc1 (stereo not drawn)	12	2	-0.2	-3
53	N#Cc1ccc(C(=O)NC2CCCCCCC2)cc1	-5	15	5.3	-1
54	Cc1ccc(C)c(S(=O)(=O)N2CCCOC2CNC(=O)C(=O)NC2CC2)c1 (stereo not drawn)	-7	-8	-1.6	-2
55	CCCCCC/C(=N\NS(C)(=O)=O)c1ccccc1	4	3	0.4	1
56	COc1ccccc1N(CC(=O)Nc1c(C)n(C)n(-c2ccccc2)c1=O)S(=O)(=O)c1ccc(C)cc1	8	7	-2.4	-1
57	CC(=O)Nc1cccc(/C(C)=N/NC(=O)c2cccs2)c1	-9	3	-1.0	1
58	COc1ccc(NC(=S)NC(NC(C)=O)C(Cl)(Cl)Cl)c([N+](=O)[O-])c1 (stereo not drawn)	3	3	-1.6	3
59	CN(CC(=O)Nc1ccc(Cl)cc1F)C1CCS(=O)(=O)C1 (stereo not drawn)	6	7	0.1	-1

cpd	Jurkat NFkB inh	697 NFkB inh	Mdm2-MdmX inh	APJ agonist
51	8	8	8	-3
52	5	23	29	-9
53	-77	-41	-36	1
54	-9	-9	10	-3
55	-6	-2	23	-1
56	-5	16	3	-1
57	-15	2	20	-2
58	1	3	18	-3
59	-2	-2	5	0

# In the list so far, seven contain a thiophene ring, fused or not.
cpd	SMILES	APJ antag	tim23-1 inh	CHOP UPR activ	XBP1 UPR activ
3	Cc1ccc(OCC(=O)N2CCN(C(=O)c3cccs3)CC2)cc1	-4	2	0.5	0
12	N#CC(/C(=N/S(=O)(=O)c1cccs1)c1ccccc1)c1nc2ccccc2[nH]1 (stereo not drawn)	1	2	-2.5	1
15	COc1ccc(/C(N)=N/OC(=O)c2cccs2)cc1OC	-72	23	4.1	4
20	CCOC(=O)c1c(NC(=O)c2ccccc2C(=O)O)sc2c1CCC2	8	0	-0.9	-2
24	CC(C)C(=O)NC(C)C(c1cccs1)N1CCN(C)CC1 (stereo not drawn)	4	-1	0.1	1
47	O=C(Cn1c(C(=O)NCCCN2CCOCC2)cc2sccc21)c1ccccc1	8	-10	0.3	0
57	CC(=O)Nc1cccc(/C(C)=N/NC(=O)c2cccs2)c1	-9	3	-1.0	1

cpd	Jurkat NFkB inh	697 NFkB inh	Mdm2-MdmX inh	APJ agonist
3	-4	-7	12	-2
12	9	16	17	-5
15	-74	-67	-11	18*
20	9	7	19	0
24	12	22	13	-5
47	0	10	0	1
57	-15	2	20	-2

# Compound activity from PubChem.
